# Compound activity as filed in PubChem BioAssay.
# Furin inhibitor: blocks human furin protease activity | P09958 | purified furin, fluorogenic substrate cleavage | inhibition, % at 30 µM | 220,000 compounds, 0.061% hits; in the data active means inhibition above about 25%; further: inactives centre near -15
# Rad51 HR inh: Rad51 (human) homologous recombination inhibition; Q06609; hRad51 DNA strand exchange, fluorescence dequenching; inhibition, % at 10 µM; 200,000 compounds, 0.085% hits;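 active means inhibition above 40% at the single screening dose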;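 further: 0% = DMSO control wells and 100% = blanks with heterologous ssDNA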
# Target sequence (Q06609 whole entry, looked up): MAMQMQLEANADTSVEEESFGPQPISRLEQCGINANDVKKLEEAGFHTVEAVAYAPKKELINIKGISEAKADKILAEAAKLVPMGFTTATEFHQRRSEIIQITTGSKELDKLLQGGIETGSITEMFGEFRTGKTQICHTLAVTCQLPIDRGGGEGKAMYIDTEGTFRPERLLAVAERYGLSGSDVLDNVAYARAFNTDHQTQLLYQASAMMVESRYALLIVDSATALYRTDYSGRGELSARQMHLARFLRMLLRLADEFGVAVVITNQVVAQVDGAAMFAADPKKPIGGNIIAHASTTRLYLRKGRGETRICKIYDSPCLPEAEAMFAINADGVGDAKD
#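 System: human Rad51 nucleoprotein filaments preassembled on unlabelled ssDNA. Reagent: labelled 47-mer dsDNA for strand exchange. Schedule: 30-min compound preincubation and 15-min exchange, both room temperature. Measured by: FRET fluorescence dequenching, excitation 485 nm, emission 520 nm. Read-out: Fluorescence-based percent inhibition, control- and blank-normalised. Benchmarks: plate controls and plate blanks.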
# Cl transport mod: modulators of human KCC2 chloride dependent transport; Q9H2X9; KCC2 cells, thallium flux FluoZin-2 fluorescence; B-score of Tl+ flux slope (higher = more flux/activation; lower = inhibition) at 10 µM; 190,000 compounds, 2.2% hits;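 active means thallium flux slope and its plate-corrected score both differing from the plate sample mean at a set confidence after two filtering rounds, in either direction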;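 further: slope of fluorescence scaled to starting intensity during 10 to 20 s after thallium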
# * hit, by the source's call; x = not tested or not shown; [ ] = remark or other dose.
SMILES,Furin inhibitor,Rad51 HR inh,Cl transport mod
COC(=O)C1=C(c2ccccc2)C[C@@H]2CC[C@H]1N2C(=O)NCCS(C)=O (some centres not stated),x,-3.4,x
C[N+](C)(C)CC#CCN1CCCC1=O,x,-9.6,x
COC(=O)C1=C(c2cc3ccccc3o2)C[C@@H]2CC[C@H]1N2C(=O)NCc1cccc2ccccc12,x,-4.5,x
c1ccc(CCCN2CCN(CCOC(c3ccccc3)c3ccccc3)CC2)cc1,x,0.2,x
OC[C@@H](O)CCl,x,4.3,x
CC(=O)O[C@@H]1/C=C/[C@](C)(O)C[C@@H](C)C/C=C/[C@H]2[C@@H]3O[C@]3(C)[C@@H](C)[C@H]3[C@H](Cc4ccccc4)NC(=O)[C@@]312,x,3.4,x
COC(=O)C1=C(c2ccccc2)C[C@@H]2CC[C@H]1N2C(=O)NC1CC1,x,-4.1,x
CN1CC2=CC(O)CC3Oc4c(O)ccc(c4[C@]23C)C1 (some centres not stated),x,3.5,x
COC(=O)C1=C(c2cccc(OC)c2OC)C[C@@H]2CC[C@H]1N2C(=O)NC(C)C,x,2.7,x
COC(=O)C1=C(c2cc3ccccc3s2)C[C@@H]2CC[C@H]1N2C(=O)NCc1ccc(F)cc1,x,-3.9,x
CC(C)(O)[C@@H]1[C@H]2OC(=O)[C@@H]1[C@]1(O)C[C@H]3O[C@]34C(=O)O[C@H]2[C@]14C (tested in a mixture with another compound),x,-6.3,x
CNCCc1c[nH]c2ccc(O)cc12,x,0.6,x
C[C@@H]([C@@H](O)c1ccccc1)N(C)C(=O)Cc1ccccc1,x,2.0,x
CC[C@H](C)/C=C(C)/C=C/C1=CC2=C(Cl)C(=O)[C@@](C)(OC(C)=O)C(=O)C2=CO1,x,1.5,x
Fc1ccc(C(OCCN2CCN(CCCc3ccccc3)CC2)c2ccc(F)cc2)cc1,x,-5.5,x
COC(=O)C1=C(c2cc3ccccc3s2)C[C@@H]2CC[C@H]1N2C(=O)NCc1ccccc1,x,-4.7,x
O=C1N[C@@H](Cc2ccccc2)C(=O)N2[C@H]1C[C@H]1c3ccccc3N(OOSc3ccccc3)[C@H]12,x,-13.8,x
COC(=O)C1=C(c2cc3ccccc3s2)C[C@@H]2CC[C@H]1N2C(=O)NCc1ccco1,x,-2.0,x
COC(=O)C1=C(c2cc3ccccc3s2)C[C@@H]2CC[C@H]1N2C(=O)NC1CC1,x,-6.7,x
Cc1c(C(=O)c2cccc3ccccc23)c2cccc3c2n1[C@H](CN1CCOCC1)CO3,x,-7.0,x
CCOC(=O)CCCCCNC(=O)c1c(O)[nH]c(=O)[nH]c1=O,x,-3.7,x
CC(=O)O[C@@H]1/C=C/[C@](C)(O)C[C@@H](C)C/C=C/[C@H]2[C@H](O)C(C)=C(C)[C@H]3[C@H](Cc4ccccc4)NC(=O)[C@@]123,x,1.6,x
CC(=O)N(C)CC#CCN1CCC(O)CC1,x,8.7,x
COC(=O)C1=C(c2cc3ccccc3s2)C[C@@H]2CC[C@H]1N2C(=O)N1CCCCC1,x,3.1,x
CCN(CCCl)Cc1ccccc1Br,x,-4.0,x
# Additional results follow.
SMILES,Furin inhibitor,Rad51 HR inh,Cl transport mod
C[N+](C)(C)CC#CCOC(=O)Nc1cccc(Cl)c1,x,6.8,x
COc1cc(CC(C)N)c(OC)cc1I (configuration not stated),x,-8.4,x
COC(=O)C1=C(c2ccccc2)C[C@@H]2CC[C@H]1N2C(=O)NCc1ccccc1,x,5.1,x
COC(=O)C1=C(c2cc3ccccc3o2)C[C@@H]2CC[C@H]1N2C(=O)N1CCC(C)CC1,x,1.8,x
CC[C@H]1CC2CN3CCc4c([nH]c5cc(OC)ccc45)[C@](C(=O)OC)(C2)[C@H]13,x,-1.5,x
COC(=O)C1=C(c2cc3ccccc3s2)C[C@@H]2CC[C@H]1N2C(=O)NC(C)C,x,0.7,x
Cc1ccc(S(=O)(=O)N[C@@H](CCCCN)C(=O)CCl)cc1,x,-8.6,x
O=C1N[C@H](Cc2ccccc2)C(=O)N2[C@@H]3[C@H](C[C@@H]12)c1ccccc1N3OOSc1ccccc1,x,-7.8,x
C[C@]12CC[C@H](O)CC1=CC[C@@H]1[C@@H]2CC[C@@]2(C)[C@H]1CC[C@]2(C)O,x,-1.6,x
COC(=O)C1=C(c2cccc(OC)c2OC)C[C@@H]2CC[C@H]1N2C(=O)NCc1ccc(C(F)(F)F)cc1,x,-2.0,x
C[C@@]12N[C@@H](Cc3ccccc31)c1ccccc12,x,-5.2,x
Oc1ccc(C2=CCNCC2)cc1O,x,-7.4,x
O=C(Nc1ccccc1)c1c(O)[nH]c(=S)[nH]c1=O,x,-1.4,x
CCCN1CCC[C@@H]2Cc3nc(N)ncc3C[C@H]21,x,-6.1,x
COC(=O)C1=C(c2cc3ccccc3s2)C[C@@H]2CC[C@H]1N2C(=O)NCCCOC(C)C,x,9.5,x
COC(=O)C1=C(c2cccc(OC)c2OC)C[C@@H]2CC[C@H]1N2C(=O)N1CCC(O)CC1,x,13.1,x
CCCN1CCc2cccc3c2[C@H]1Cc1ccc(O)c(O)c1-3,x,4.3,x
O=C(O)Cc1cnc[nH]1,x,-2.2,x
C=CCN1CC[C@]23c4c5ccc(O)c4O[C@H]2/C(=N/NC(=O)c2ccccc2)CC[C@@]3(O)[C@H]1C5,x,0.0,x
COC(=O)C1=C(c2ccc(S(C)(=O)=O)cc2)C[C@@H]2CC[C@H]1N2C(=O)NCc1ccc(F)cc1,x,4.6,x
COC(=O)C1=C(c2ccc(S(C)(=O)=O)cc2)C[C@@H]2CC[C@H]1N2C(=O)N1CCC(C)CC1,x,2.8,x
CCCNC(=O)N1[C@H]2CC[C@@H]1C(C(=O)OC)=C(c1ccc(S(C)(=O)=O)cc1)C2,x,-8.3,x
COc1cc(CN2CC3CC(C2)c2cccc(=O)n2C3)cc(OC)c1OC (configuration not stated),-34.3,-6.0,x
COCCOC(=O)c1c(N)n(Cc2ccco2)c2nc3ccccc3nc12,-28.9,x,-1.03
CC(=O)c1c(C)n(C(C)C)c2ccc(O)cc12,-14.4[20 µM],x,-0.237
Cc1nn(C)cc1/C=C1/CC2C3CC=C4CC(O)CCC4(C)C3CCC2(C)C1=O (configuration not stated),-8.8[20 µM],-1.8,-0.827
CCc1nc2ccc(Br)cc2c(=O)n1-c1ccccc1C(F)(F)F,0.1[20 µM],0.1,0.0162

# Whole records from above. Values in the order: Furin inhibitor	Rad51 HR inh	Cl transport mod
# Shown for C[C@]12CC[C@H](O)CC1=CC[C@@H]1[C@@H]2CC[C@@]2(C)[C@H]1CC[C@]2(C)O : x	-1.6	x
# Shown for CCc1nc2ccc(Br)cc2c(=O)n1-c1ccccc1C(F)(F)F : 0.1[20 µM]	0.1	0.0162

# Of the compounds above, 18 contain a carbonyl joined to an NH by a bond outside any ring:
SMILES,Furin inhibitor,Rad51 HR inh,Cl transport mod
COC(=O)C1=C(c2ccccc2)C[C@@H]2CC[C@H]1N2C(=O)NCCS(C)=O (some centres not stated),x,-3.4,x
COC(=O)C1=C(c2cc3ccccc3o2)C[C@@H]2CC[C@H]1N2C(=O)NCc1cccc2ccccc12,x,-4.5,x
COC(=O)C1=C(c2ccccc2)C[C@@H]2CC[C@H]1N2C(=O)NC1CC1,x,-4.1,x
COC(=O)C1=C(c2cccc(OC)c2OC)C[C@@H]2CC[C@H]1N2C(=O)NC(C)C,x,2.7,x
COC(=O)C1=C(c2cc3ccccc3s2)C[C@@H]2CC[C@H]1N2C(=O)NCc1ccc(F)cc1,x,-3.9,x
COC(=O)C1=C(c2cc3ccccc3s2)C[C@@H]2CC[C@H]1N2C(=O)NCc1ccccc1,x,-4.7,x
COC(=O)C1=C(c2cc3ccccc3s2)C[C@@H]2CC[C@H]1N2C(=O)NCc1ccco1,x,-2.0,x
COC(=O)C1=C(c2cc3ccccc3s2)C[C@@H]2CC[C@H]1N2C(=O)NC1CC1,x,-6.7,x
CCOC(=O)CCCCCNC(=O)c1c(O)[nH]c(=O)[nH]c1=O,x,-3.7,x
C[N+](C)(C)CC#CCOC(=O)Nc1cccc(Cl)c1,x,6.8,x
COC(=O)C1=C(c2ccccc2)C[C@@H]2CC[C@H]1N2C(=O)NCc1ccccc1,x,5.1,x
COC(=O)C1=C(c2cc3ccccc3s2)C[C@@H]2CC[C@H]1N2C(=O)NC(C)C,x,0.7,x
COC(=O)C1=C(c2cccc(OC)c2OC)C[C@@H]2CC[C@H]1N2C(=O)NCc1ccc(C(F)(F)F)cc1,x,-2.0,x
O=C(Nc1ccccc1)c1c(O)[nH]c(=S)[nH]c1=O,x,-1.4,x
COC(=O)C1=C(c2cc3ccccc3s2)C[C@@H]2CC[C@H]1N2C(=O)NCCCOC(C)C,x,9.5,x
C=CCN1CC[C@]23c4c5ccc(O)c4O[C@H]2/C(=N/NC(=O)c2ccccc2)CC[C@@]3(O)[C@H]1C5,x,0.0,x
COC(=O)C1=C(c2ccc(S(C)(=O)=O)cc2)C[C@@H]2CC[C@H]1N2C(=O)NCc1ccc(F)cc1,x,4.6,x
CCCNC(=O)N1[C@H]2CC[C@@H]1C(C(=O)OC)=C(c1ccc(S(C)(=O)=O)cc1)C2,x,-8.3,x

# These rows are one share of the data; the hit share may differ from the screen's.
